p53ts 39C tox – cytotoxicity in p53ts cells at nonpermissive temperature | Potency, µM (highest dose often 46.1 µM), for inactives: at the top dose activity change, negative = cell killing, actives largely listed as cytotoxic | H1299-p53A138V viability at 39C, ATP luminescence, 24 h | 130,000 compounds, 1.5% hits; further: nearly all actives have a fitted effect of over 55% in size
Peg3 imprint – genomic imprint erasure induction | mouse ES Peg3-LacZ reporter, beta-gal luminescence, 40 h | Potency, µM (titrated, usually from 60.7 µM), without a hit: at the top dose activity change, positive = activation, most hits filed as activators | 110,000 compounds, 0.02% hits | AID 1948;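 further: 0% = negative control wells on the plate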
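Each well holds 300 Peg3LacZ-Neo (maternal) female ES cells incubated 40 h at 37C, 5% CO2. LacZ is measured by BetaGlo luminescence, with AC50 and maximum efficacy derived from dose-response curves.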
IkB sig inh – suppresses IkB signaling in ABC-DLBCL reporter cells; AID 445; 110,000 compounds, 0.04% hits; ABC-DLBCL IkBa-CBG/CBR dual luciferase ratio, 4 h; response scale: scaled: untreated 0%, proteasome inhibitor 100%; Potency, µM (highest dose often 57.1 µM), inactives show at the highest dose IkBa stabilization activation; active means well fitted curve in the direction sought with a large enough effect in the signal ratio, not every such curve was filed as active; inconclusive means small, poorly fitted or top-dose-only effect, or a change in a side signal; the % refers to the signal ratio;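 further: the direction sought is a rising ratio; 0% = basal untreated cells and 100% = reference inhibitor full response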
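Curves were fitted separately to fusion (green), unfused (red) and ratio luminescence, then classed by r2, magnitude and activity. Cells: OCI-Ly3, 4 h compound plus doxycycline at 37C; 10 uM MG-132 defined full response.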
p53ts 32C tox – kills p53ts cells at the permissive temperature; H1299-p53A138V at 32C, ATP luminescence viability, 24 h; Potency, µM (series often up to 46.1 µM), for the others: top-dose activity change, negative = cytotoxicity, most hits filed as cytotoxic; 130,000 compounds, 0.93% hits; AID 924;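 further: 0% = DMSO and -100% = full killing by reference compound; nearly all actives have a fitted effect of over 55% in size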
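Cells: H1299 p53ts (A138V), 600/well, pre-incubated 16–30 h at 37C. Cpd up to 46 uM, 24 h, 32C. Readout: ATPlite luminescence, 20 min RT. Normalization: DMSO vs tamoxifen 100 uM. AC50 by Hill equation.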
An asterisk follows results filed as active; ? = inconclusive; . = not tested or not shown; & = joins results of further samples; [ ] = remark or other dose. Unless noted, the call rests on the fitted dose curve; in most records, active means well fitted curve in the direction sought with a large enough effect; inconclusive means small, poorly fitted or top-dose-only effect, or another doubt; inactive means no such curve, though single readings can be large; an effect the other way counts as inactive or inconclusive. Unless noted, on the % scale 0 is the no-effect control and ±100 the full control effect; potency means the concentration at half of the fitted maximal effect.

Value order – p53ts 39C tox, Peg3 imprint, IkB sig inh, p53ts 32C tox
COc1ccc2c(CNCCc3ccco3)c(C(=O)O)n(Cc3ccccc3)c2c1
  -11%, -5%[10.9 µM], 0.5%, 13%
COc1ccc(-c2cc3nc(C)cc(C)n3n2)c(OC)c1
  5%, -8%, -0.8%, 15%
O=C(CCn1c(=O)oc2ccccc21)Nc1ccon1
  8%, -2%, 0.6%, -10%
Cc1oc(-c2cccc(Cl)c2)nc1CSc1nncn2c1cc1occc12
  2%, -13%[10.9 µM], ?, 5%
CCCS(=O)(=O)N1CCC(C(=O)NCCCOC(C)C)CC1
  -4%, -12%, 0.4%, 2%
COc1ccc(NC(=O)c2c(NCc3cccc(F)c3)sc3c2CCCC3)c(OC)c1
  35%[activator], -17%[10.9 µM], -1.3%, 36%[activator]
CC(Nc1nc(N2CCCC2)nc2ccccc12)c1ccccc1 (stereo unspecified)
  -10%, -20%, ?, -26%
O=c1c2ccccc2nc(-c2ccco2)n1CCCn1ccnc1
  16%, -3%, -4.6%, 8%
Cc1ccc(-c2noc(C(C)NS(=O)(=O)c3ccc(C)cc3)n2)cc1 (stereo unspecified)
  -21%, -15%[10.9 µM], ?, 12%
C=CCn1c(O)c(C(CC)=Nc2ccccc2NC(=O)CC)c(=O)[nH]c1=O
  -9%, -8%, -3.3%, -10%
Cc1ccc(NC(=O)CSc2nc(-c3ccco3)cc(C(F)(F)F)n2)cc1
  ?, -14%[10.9 µM], 2.0%, -26%
N=c1c2c(n(Cc3ccc(Cl)cc3)c3c1CCC3)CCC2
  7%, -18%, -1.9%, 2%
COC(=O)c1ccc(N(CC(=O)NC2CCCC2)C(=O)CNC(=O)c2ccco2)cc1
  3%, 3%, -2.5%, 14%
CCc1ccccc1NC(=O)Cn1c(=O)n(-c2ccc(C)cc2)c(=O)c2cc(OC)c(OC)cc21
  9%, 19%[10.9 µM], 3.3%, 10%
Cc1cccc(NC(=O)COc2cccc3c(=O)n(C)ccc23)c1C
  -3%, -14%[10.9 µM], ?, -4%
Cc1ccc(C)c(N2CCN(S(=O)(=O)c3c(C)nc4sccn4c3=O)CC2)c1
  11%, -1%[10.9 µM], 6.0%, 0%
Cc1ccc(-n2nc(C(=O)N3CCN(c4cccc(C(F)(F)F)c4)CC3)c(=O)n(C)c2=O)cc1
  -7%, 7%[10.9 µM], ?, -8%
O=c1oc2ccc(Cl)cc2cc1-c1nc(-c2cccs2)no1
  -14%, -16%[10.9 µM], ?, 1%
COc1cccc2c1Oc1ncccc1N(C(=O)CCC(=O)NCCC(C)C)C2
  -11%, 11%[10.9 µM], -2.0%, 5%
Cc1ccc(Sc2ccc(N3CCC(C(=O)Nc4cc(C)cc(C)c4)CC3)nn2)cc1
  13µM*, -1%[10.9 µM], ?, ?
CCOC(=O)c1cnc2ccc(C(=O)OC)cc2c1NCCN1CCOCC1
  6%, -11%, 0.3%, -8%
O=C(Nc1ccccn1)C1COc2ccccc2O1 (stereo unspecified)
  20%, ., ., 1%
O=C(Nc1cccc(F)c1)N1CCCC2(CCN(C(=O)c3cc(C(F)(F)F)cc(C(F)(F)F)c3)CC2)C1
  -13%, ., 3.8%[11.4 µM], -13%
O=C(CSc1nnc(-c2ccccc2)n1C1CCCCC1)N1CCCC1
  -4%, -4%, 5.8%, -3%
O=C(c1cnn2ccccc12)N(Cc1ccco1)C1CCCC1
  -1%, -20%, 0.2%, 7%
CCOc1ccccc1NC(=O)CSC1=Nc2ccccc2C2=NC(CC(=O)NCc3ccc4c(c3)OCO4)C(=O)N12 (stereo unspecified)
  ?, 1%[10.9 µM], ?, 20%
CCc1nc(NCCCN2CCOCC2)c2oc3ccccc3c2n1
  2%, -13%, 0.0%, -4%
COc1ccc2nc3sc(C(=O)N4CCN(c5ccc(F)cc5)CC4)cc3cc2c1
  -10%, -11%[10.9 µM], 5.7%, -1%
CC12CN(Cc3ccccc3)CC(C)(CN(Cc3ccccc3)C1)C2=NO
  -7%, -14%, -1.4%, 21%
CCOC(=O)N1CCC(Nc2c(Nc3cccc(CC)c3)c(=O)c2=O)CC1
  -22%, -17%, 4.0%, -1%

Retrieved one by one from the entries so far:
Value order – p53ts 39C tox, Peg3 imprint, IkB sig inh, p53ts 32C tox
CCOC(=O)N1CCC(Nc2c(Nc3cccc(CC)c3)c(=O)c2=O)CC1
  -22%, -17%, 4.0%, -1%
COc1ccc2nc3sc(C(=O)N4CCN(c5ccc(F)cc5)CC4)cc3cc2c1
  -10%, -11%[10.9 µM], 5.7%, -1%
COc1cccc2c1Oc1ncccc1N(C(=O)CCC(=O)NCCC(C)C)C2
  -11%, 11%[10.9 µM], -2.0%, 5%

New compounds follow.
Value order – p53ts 39C tox, Peg3 imprint, IkB sig inh, p53ts 32C tox
O=C1Oc2ccccc2C(=O)/C1=C\N1C(=O)N/C(=C\c2ccccc2O)C1=O
  4%[9.22 µM], -6%[10.9 µM], ?, 6%[9.22 µM]
Cc1ccc(-c2nnn3c2nc(NCc2ccc4c(c2)OCO4)c2ccccc23)cc1
  7%, -12%[10.9 µM], -0.3%, -9%
Cc1cc(C)cc(NC(=O)CN(C)S(=O)(=O)c2cccc3nsnc23)c1
  2%, -18%, -0.5%, -2%
CCn1c(C2CC(=O)N(c3ccc(C)c(C)c3)C2)nc2ccccc21 (stereo unspecified)
  0%, -13%, 5.1%, 2%
CCOC(=O)c1ccccc1NC(=O)CCc1c(C)nc2ncnn2c1C
  -1%, -3%[10.9 µM], -0.7%, 3%
CCCC[C@@H]1C[C@H]1C(NC(=O)Cc1ccccc1)c1ccc(Cl)cc1 (stereo partly specified)
  1%, -13%, ., 4%
Cc1cccc(-c2nnc(SCc3nc4ccccc4[nH]3)n2Cc2ccco2)c1
  25%, -13%, ?, 1%
C/C(=N\O)c1ccccc1C(=O)O
  8%, -7%, 1.0%, 0%
CC(C)c1ccc(NC(=O)c2cnc3sc(N4CCCC4)nn3c2=O)cc1
  -23%, -13%[10.9 µM], ?, -10%
Cc1ccc(OCc2ccoc2C(=O)O)cc1C
  -30%, ?, 4.6%, ?
N#Cc1c(NC(=O)CSc2n[nH]c(Cc3ccccc3)n2)oc(-c2ccccc2)c1-c1ccccc1
  -14%, -20%, ?, 11%
COc1ccc(OC)c(CNC(=O)c2ccc(Sc3ccc(C)cc3)c(N)c2)c1
  -20%, 13%[10.9 µM], ?, ?
CCc1nnc2c3ccccc3nc(N3CCN(c4ccc(C)cc4C)CC3)n12
  -8%, -2%[10.9 µM], ?, -19%
COc1ccc(OC)c(-n2nnnc2SCC(=O)NCCc2ccccc2)c1
  -4%, -8%, 0.3%, 8%
Cc1ccc(Cl)cc1NC(=O)N1CCc2cc(S(=O)(=O)N3CCC(C)CC3)ccc21
  -2%, -3%[10.9 µM], 0.0%, -2%
CCOC(=O)c1ccc(NC(=O)CSc2nc(-c3ccc(F)cc3)cc(C(F)(F)F)c2C#N)cc1
  ?, 3%[10.9 µM], 11%, -6%
COc1ccccc1CN1CCCC2(CCN(C(=O)c3cc(C(F)(F)F)cc(C(F)(F)F)c3)CC2)C1
  -15%, ., 1.5%[11.4 µM], -15%
OCCSCc1cc(Cl)cc(Cl)c1O
  19%[9.22 µM], -7%[10.9 µM], 0.5%[11.4 µM], -1%[9.22 µM]
CCOc1ccc(S(=O)(=O)N2CCN(C(=O)c3cccn3C)CC2)cc1
  -5%, -17%, 2.0%, 3%
Cc1ccc(-c2cc(C(F)(F)F)n3ncc(C(=O)N4CCCc5ccccc54)c3n2)cc1
  8%, ., ., -4%
CCCc1nc(Cl)c(C#N)c2c1CCCC2
  7%, ., ., 23%
O=C(Nc1ccccc1N1CCCCC1)c1ccccc1F
  5%, 14%, 3.8%, 9%
COc1cccc(NS(=O)(=O)c2cc(-c3cnc(C4CC4)o3)ccc2C)c1
  -9%, -30%[10.9 µM], 9.8%, 19%
O=C(O)c1ccc(-n2nnnc2Oc2ccccc2C(=O)N2CCOCC2)cc1
  15%, 13%, 1.5%, -5%
CCC1CN(S(=O)(=O)c2cc(-c3cc(C)no3)ccc2C)c2cc(Cl)ccc2O1 (stereo unspecified)
  12%, -12%[10.9 µM], -2.3%, -2%
CC(c1ccco1)N(C(=O)c1cccs1)c1ccccn1 (stereo unspecified)
  0%, -9%, 0.7%, 1%
CCCc1noc(-c2ccc(NCc3ccc(C)cc3)c([N+](=O)[O-])c2)n1
  4%, -7%[10.9 µM], -0.1%, 2%
COc1ccc(CCCc2nnc(SCC(=O)Nc3ccc(OC)cc3)o2)cc1
  9%, -11%[10.9 µM], ?, -13%
COCCOC(=O)/C=C1/NC(=O)CS1
  -5%, -8%, 0.0%, 4%
O=C(CCN1CCN(c2ccccc2F)CC1)Nc1ccccc1F
  7%, -45%[inhibitor], 0.3%, -5%
CCOc1ccccc1NC(=O)c1c2c(nc3ccccc13)C(=O)N(C1CCCCC1)C2
  0%, -9%[10.9 µM], ?, 2%
Cc1ccc(CSCCNS(C)(=O)=O)cc1
  -4%, -6%, 1.2%, -5%
CCCOc1ccccc1C1NC(=O)NC(C)=C1C(=O)OCCOCC (stereo unspecified)
  1%, -9%, 1.8%, 17%
CCCn1c(=O)c2sccc2n2c(CCCC(=O)N3CCN(c4ccccc4)CC3)nnc12
  -3%, -14%[10.9 µM], -1.2%, 0%
CCCCCN(CCCCC)C(=O)C(CCC(=O)O)NC(=O)c1ccc(Cl)c(Cl)c1 (stereo unspecified)
  12%, -6%&15%, ., -2%
O=C1OC(N2CCN(C(=O)C3CCCO3)CC2)c2ccccc21 (stereo unspecified)
  14%, -4%, -1.3%, -4%
Cc1ccc(C(=O)Nc2cccc(OCc3cc(=O)n4c5c(sc4n3)CCCC5)c2)cc1
  11%, -7%[10.9 µM], ?, -8%
Cc1ccccc1C(=O)Nc1ccc(C(=O)OCc2cc(=O)n3c4c(sc3n2)CCCC4)cc1
  -20%, -12%[10.9 µM], -1.4%, -12%
CCCCc1n[nH]c2c1C(=O)CC(C)(C)C2
  6%, -11%, -0.4%, 1%
c1ccc(Nc2ncnc3ccc(-c4ccc5c(c4)OCO5)cc23)cc1
  -12%, -13%, -3.2%[11.4 µM], -7%
CC(=O)c1cc2c(cc1NC(=O)c1cc3nc(C(C)C)cc(C(F)(F)F)n3n1)OCO2
  -16%, 3%, -0.9%, -6%
O=C(Nc1ccccc1Cl)c1cc(S(=O)(=O)N2CCCC(C(=O)O)C2)ccc1F (stereo unspecified)
  -5%, -5%, 5.4%, -13%
CCc1ccc(NC(=O)C(CC)n2nnc(C(=O)OC)c2C(=O)OC)cc1 (stereo unspecified)
  -10%, 10%[10.9 µM], 0.0%, 1%
O=C(Nc1ccc(Br)cc1)C1CCN(c2cnccn2)CC1
  -24%, 8%[10.9 µM], 0.2%, -5%
Cc1ccc(NC(=O)C2CCN(S(=O)(=O)c3ccc4c(c3)CCCC(=O)N4)CC2)c(Cl)c1
  15%, -7%[10.9 µM], ?, -4%
O=C(NCCc1ccccc1)C(=O)NCC(c1cccs1)S(=O)(=O)c1cccs1 (stereo unspecified)
  -28%, -14%[10.9 µM], -1.2%, -1%
Cc1cc(Br)ccc1NC(=O)c1cc2c(s1)-c1ccccc1SC2
  1%, 8%[10.9 µM], ?, 7%
Cc1cc(C)c2nc3s/c(=C/c4ccc5c(c4)n(C)c(=O)n5C)c(=O)n3c2c1
  9%, 0%, 2.7%, 2%
CN(C)CCNC(=O)c1c(O)c2c([nH]c1=O)CCCC2
  7%, -1%, 0.9%, -3%
CCOc1ccc(NC(=O)CCNS(=O)(=O)c2cccs2)cc1
  16%, -12%[10.9 µM], -1.0%, 0%
COCCOc1nc2c(c(=O)n(C)c(=O)n2C)n1CCc1ccccc1
  4%, ., 5.8%, -7%
Cc1ccc(NC(=O)CN2CC(C)SC2=NC2CCCCC2)cc1 (stereo unspecified)
  -20%, -18%, 1.8%, -8%
